ERa coact inh – blocks coactivator binding to human estrogen receptor alpha. TR-FRET ER-alpha LBD / SRC-1 peptide, estradiol-bound. inhibition, % at 25.6 µM. 86,000 compounds, 1.7% hits. AID 629; in the data active means inhibition above about 50%;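 further: 0% = receptor plus peptide control and 100% = peptide only without receptor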
ERa coact pot – enhances coactivator binding to human estrogen receptor alpha; P03372; 86,000 compounds, 1.3% hits; AID 639; TR-FRET ERalpha-LBD/SRC-Cy5 coactivator binding, 2 h; 100 = basal binding, no effect; coactivator binding (% of control), % at 25.6 µM; in the data active means activity above about 200%;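 further: binding measured in presence of low estradiol as agonist stimulus; 0% = peptide alone without receptor and 100% = receptor with peptide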
Smad3 FoxH1 inh – inhibitors of human Smad3 transcription factor binding. P84022. 88,000 compounds, 0.29% hits. inhibition, % at 25 µM. TR-FRET Smad3/Dy647-FoxH1 peptide binding, europium anti-His;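 active means compounds that reduce the energy-transfer binding signal between the protein and its labelled peptide by more than half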;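 further: 0% = Smad3 plus labelled peptide maximal FRET and 100% = peptide-only background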
Target sequence (P84022 whole entry, looked up): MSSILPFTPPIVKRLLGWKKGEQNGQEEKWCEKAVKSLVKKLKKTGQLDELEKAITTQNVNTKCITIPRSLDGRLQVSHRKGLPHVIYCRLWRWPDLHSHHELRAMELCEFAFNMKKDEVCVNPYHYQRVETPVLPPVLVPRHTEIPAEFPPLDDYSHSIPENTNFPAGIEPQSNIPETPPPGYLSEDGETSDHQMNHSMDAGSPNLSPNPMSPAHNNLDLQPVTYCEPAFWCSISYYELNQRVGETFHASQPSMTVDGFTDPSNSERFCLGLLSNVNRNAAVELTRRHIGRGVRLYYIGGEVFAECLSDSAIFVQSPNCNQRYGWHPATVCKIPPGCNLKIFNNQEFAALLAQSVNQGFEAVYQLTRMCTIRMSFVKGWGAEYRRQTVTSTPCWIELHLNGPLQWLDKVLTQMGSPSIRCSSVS
Fibroblast inh – blocks proliferation of human lung fibroblasts; LL 47 human lung fibroblast viability, ATP luminescence; active compounds read low; viability, % at 10 µM; 85,000 compounds, 1.1% hits;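 active means viability at or below 50% in the single dose screen; inactive means viability above 50%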;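 further: compound exposure lasted 72 h before the ATP readout; 100% = median luminescence of untreated cell-only wells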
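Material: human lung fibroblast line LL 47, low passage; Evaluation: viability percentage against median untreated-cell control; Buffer or medium: 15% FBS in IMEM; Incubation: 72 h compound exposure at 37 °C after overnight plating; Dosing: 0.1% DMSO in all compound wells; Measured by: CellTiter-Glo luminescence.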
HUVEC inhibit – inhibitors of human endothelial cell proliferation | HUVEC proliferation, CellTiter-Glo luminescence, 72 h; active compounds read low | viability, % at 10 µM (by protocol) | 86,000 compounds, 1.1% hits | AID 648;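 active means viability at or below 30%; inactive means viability above 30%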;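 further: 100% = median luminescence of DMSO-only cell control wells on each plate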
H69AR inhibit – blocks growth of human H69AR lung tumor cells; H69AR lung tumor viability, ATP luminescence, 72 h; active compounds read low; 85,000 compounds, 6% hits; viability, % at 10 µM;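 active means viability at or below 40%; inactive means viability above 40%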;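 further: multidrug resistant small cell line overexpressing MRP-1 efflux transporter; 100% = mean luminescence of untreated control wells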
sEH activator – activators of human soluble epoxide hydrolase | 91,000 compounds, 0.04% hits | P34913 | activation, % at 2 µM | purified human sEH enzymatic activity, activator screen; in the data active means activation above about 37%; further: values of inactives mirror those of a sister screen read the other way
Target sequence (P34913 whole entry, looked up): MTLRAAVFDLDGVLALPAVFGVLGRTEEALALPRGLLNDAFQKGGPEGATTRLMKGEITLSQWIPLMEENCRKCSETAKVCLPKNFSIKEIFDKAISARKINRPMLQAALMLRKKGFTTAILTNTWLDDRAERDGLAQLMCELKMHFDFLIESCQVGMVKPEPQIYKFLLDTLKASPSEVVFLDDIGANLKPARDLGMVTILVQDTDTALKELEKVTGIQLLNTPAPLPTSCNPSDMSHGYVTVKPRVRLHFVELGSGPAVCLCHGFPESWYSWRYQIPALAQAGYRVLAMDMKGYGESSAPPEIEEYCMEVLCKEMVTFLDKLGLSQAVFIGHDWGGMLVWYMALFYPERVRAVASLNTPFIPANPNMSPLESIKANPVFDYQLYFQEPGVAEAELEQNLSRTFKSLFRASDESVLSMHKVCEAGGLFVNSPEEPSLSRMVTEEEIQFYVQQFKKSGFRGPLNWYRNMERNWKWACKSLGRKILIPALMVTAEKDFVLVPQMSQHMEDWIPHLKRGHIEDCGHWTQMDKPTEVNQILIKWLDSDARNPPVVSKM
ERb SRC1 inh – blocks coactivator binding to human estrogen receptor beta; Q92731; TR-FRET ER-beta LBD / SRC1-Cy5 peptide binding; receptor agonist-loaded with 1 µM estradiol; inhibition, % at 25.6 µM; 86,000 compounds, 1.3% hits; AID 633;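 active means compounds whose percent inhibition of the receptor-coactivator binding signal exceeds about 50% in the single-dose screen, limit read from the data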;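 further: 0% = receptor plus peptide wells without compound and 100% = peptide-only wells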
Candida biofilm – kills Candida albicans biofilms; 85,000 compounds, 0.14% hits; C. albicans biofilm + clotrimazole, Alamar Blue; inhibition, % at 6 µM;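 active means inhibition above 20%; inactive means inhibition below 20%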;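 further: preformed 24 hr biofilms exposed to compound for 48 hr; 0% = biofilm without compound and 100% = blank killed by clotrimazole plus chlorhexidine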
* = called active by the depositor; . = no result given; [ ] = dose if it differs, or a comment.

SMILES	ERa coact inh	ERa coact pot	Smad3 FoxH1 inh	Fibroblast inh	HUVEC inhibit	H69AR inhibit	sEH activator	ERb SRC1 inh	Candida biofilm
O=C(NCc1cccnc1)C1CC(=O)N(c2ccc(F)cc2)C1 (stereo not drawn)	-4	91	-3	87	84	87	-1	2	10
CCC(=O)N1CCc2cc(S(=O)(=O)CCC(=O)NCCC3=CCCCC3)ccc21	-13	116	5	.	108	102	-87	3	6
COC(=O)c1ccccc1OC(=O)c1cccnc1	-1	101	-11	114	92	105	1	-8	3
CCn1c(=O)cc(OCC(=O)NCCC(C)C)c2ccccc21	2	96	4	96	92	68	-33	-4	-8
Cc1cc(C)nc(N(C#N)CC(=O)N(c2ccccc2)C(C)C)n1	-9	116	-5	95	86	90	5	0	2
Cc1cc(C)n2c(SC/C(O)=C(\C#N)c3nc4ccccc4[nH]3)nnc2n1	97*[fluorescence artefact?]	0[fluorescence artefact?]	9	95	90	88	-4	69*[fluorescence artefact?]	-1
O=C(NCc1ccccn1)c1cc2n(n1)C(C(F)(F)F)CC(c1ccco1)N2 (stereo not drawn)	-22	98	12	99	95	97	7	-21[fluorescence artefact?]	8
N#Cc1c(N)sc(=S)c2c1CCCC2	0	113	4	97	93	93	-30	4	4
CC(C)(C)OC(=O)NCCc1nnc(SCC(=O)c2ccc(Cl)cc2)o1	-2	96	8	94	96	82	-7	3	5
Cc1ccccc1NC(=O)N1CCCC(c2nc(-c3ccc(C(C)C)cc3)no2)C1 (stereo not drawn)	7	97	-19	97	103	72	-28	1[fluorescence artefact?]	1
COc1ccc(C(=O)NCc2cccnc2)cc1OC	6[fluorescence artefact?]	102	12	91	103	100	17	5	9
Cc1cc(SCC(=O)c2ccccc2)n2nc(C)nc2n1	0[fluorescence artefact?]	101	-7	81	79	66	.	1[fluorescence artefact?]	3
CCOC(=O)N1CCC(NC(=O)C2CCN(S(=O)(=O)c3cnc[nH]3)CC2)CC1	5	113[fluorescence artefact?]	-1	98	102	92	.	5[fluorescence artefact?]	6
O=C(CSc1ccc2nnc(-c3ccccn3)n2n1)Nc1ccc2c(c1)OCO2	27	99	17[fluorescence artefact?]	99	96	98	-7	19	6
CCNC(=O)CP(=O)(c1ccccc1)c1ccccc1	-5	106[fluorescence artefact?]	1	97	89	97	.	-7	6
CC1CCCCN1CCn1cnc2c([nH]c3ccccc32)c1=O (stereo not drawn)	-9	119	-2	98	96	93	.	-1	2
Cc1c(C(=O)NCCC2=CCCCC2)oc2ccc(S(=O)(=O)N3CCC4(CC3)OCCO4)cc12	2	98	1	100	66	57	8	-1[fluorescence artefact?]	-2
CCCCCn1c(C(C)NC(=O)CCC)nc2ccccc21 (stereo not drawn)	-3	97	-8	95	104	85	13	-1	4
COc1cc2nc(CN3C(=O)c4ccccc4C3=O)oc(=O)c2cc1OC	9	168	8	98	90	77	.	5	3
COc1ccc(NS(=O)(=O)c2ccc(NC(C)=O)cc2)cc1OC	-3	86	0	96	103	109	.	9	1
Cc1cc(C(=O)CNCc2ccco2)c(C)n1-c1ccc(F)cc1	-8[fluorescence artefact?]	93	-3	96	94	95	-4	-2	-5
COCc1nc2ccccc2n1Cc1ccc(Br)cc1	2	98	7	103	88	.	5	7	8
COc1ccc(S(=O)(=O)N(C)CC(=O)N2CCN(Cc3ccccc3)CC2)cc1C	-1	103[fluorescence artefact?]	6	105	105	94	5	15	-2
CC(C)NC(=O)c1ccc(-c2ccccc2C(F)(F)F)o1	1	108	7	96	89	95	7	-1	3
CCOC(=O)C1=C(C)NC(=O)NC1c1ccc(OCC(=O)OC)c(OC)c1 (stereo not drawn)	2[fluorescence artefact?]	99	-4	97	97	91	.	-4[fluorescence artefact?]	2
CCN=C1S/C(=C\c2cn(C(C)=O)nc2-c2ccccc2)C(=O)N1CC	6	116	10	96	88	67	5	1	7
COCCN1Cc2cccc(C(=O)Nc3cccc(OC)c3)c2C1=O	1	90	-6	110	102	81	-8	2[fluorescence artefact?]	-4
CCN(CCCNC(=O)CCc1nc(-c2ccc(OC)cc2)no1)c1cccc(C)c1	-8	100	7	94	100	84	-38	0	2
Cc1cccc(NC(=O)c2cc(-c3ccco3)nc3ccccc23)n1	17	78	9	99	90	73	-5	48[fluorescence artefact?]	3
O=C(O)C1CCCCC1C(=O)Nc1ccccc1Nc1ccccc1 (stereo not drawn)	-5	101[fluorescence artefact?]	4	104	92	78	7	6	4
O=C(O)C1Sc2[nH]c(=O)sc2C2c3cc(Cl)ccc3OC(=O)C12 (stereo not drawn)	5[fluorescence artefact?]	98	9	96	98	81	.	12	9
CC(=O)c1c(C)[nH]c(C(=O)CSc2nc3ccc(C)cc3[nH]2)c1C	0	78	-9	100	80	76	-3	-8	3
CCOP(=O)(OCC)c1nc(/C=C/c2ccccc2)oc1NCc1ccccc1	5	84[fluorescence artefact?]	-8	87	91	74	20	-2	1
COC(=O)CCC(NC(=O)OCc1ccccc1)C(=O)NC(CC(C)C)C(=O)OC (stereo not drawn)	-3	105	5	95	108	99	20	-4	2
O=C1CCCN1c1ccc(S(=O)(=O)N2CCN(c3ccccn3)CC2)cc1	-3	86	11	95	111	94	2	-25	8
COc1ccc(N(CC(=O)Nc2cccc(OC)c2)S(=O)(=O)c2c(C)nn(C)c2C)cc1	-2	111[fluorescence artefact?]	10	97	85	97	.	-11	5
C=CCN(C(=O)CCC(=O)Nc1cc(C)on1)C(C(=O)NC(C)(C)C)c1cccc(OC)c1OC (stereo not drawn)	4	123	7	105	92	96	.	4[fluorescence artefact?]	3
OC(CN1CCN(c2ccccc2)CC1)Cn1c2ccccc2c2ccccc21 (stereo not drawn)	-1	270*[fluorescence artefact?]	13	92	91	51	11	0	4
O=C(Cc1cccs1)NCc1ccc2c(c1)OCO2	32	99	-7	90	91	102	-6	31	.
Cn1ncc2c(Nc3ccc4ccccc4c3)ncnc21	2	112	13	109	75	77	.	0	9
COCC(=O)Nc1ccc(C(C)C)cc1	-7	102	11[fluorescence artefact?]	97	97	102	7	-23	1
O=C(CCSc1nc2ccccc2o1)N1CCOCC1	5	72[fluorescence artefact?]	14	99	91	100	6	6	-9
COCCOC(=O)C1=C(C)NC2=C(C(=O)CC(C)(C)C2)C1c1ccc(N(C)C)cc1 (stereo not drawn)	-4	104	4	94	96	95	.	-4	11
CC(C)CC(=O)N1CCN(S(=O)(=O)c2ccc3ccccc3c2)CC1	-6	91	-6	100	105	69	13	-16	-4
CC1Cc2ccccc2N1C(=O)c1cnc2n(c1=O)CCS2 (stereo not drawn)	3	65	9	97	91	97	.	-1	4

Structural class, the entries above with a COOH group.
SMILES	ERa coact inh	ERa coact pot	Smad3 FoxH1 inh	Fibroblast inh	HUVEC inhibit	H69AR inhibit	sEH activator	ERb SRC1 inh	Candida biofilm
O=C(O)C1CCCCC1C(=O)Nc1ccccc1Nc1ccccc1 (stereo not drawn)	-5	101[fluorescence artefact?]	4	104	92	78	7	6	4
O=C(O)C1Sc2[nH]c(=O)sc2C2c3cc(Cl)ccc3OC(=O)C12 (stereo not drawn)	5[fluorescence artefact?]	98	9	96	98	81	.	12	9

Going on with the list:
SMILES	ERa coact inh	ERa coact pot	Smad3 FoxH1 inh	Fibroblast inh	HUVEC inhibit	H69AR inhibit	sEH activator	ERb SRC1 inh	Candida biofilm
O=C(Nc1cccc(Cl)c1)N(CCN1CCOCC1)Cc1cccc(Cl)c1	6[fluorescence artefact?]	98	-7	93	62	47	-14	3	7
Cc1nn(CCC(=O)NNC(=S)Nc2ccc(Cl)cc2)c(C)c1[N+](=O)[O-]	3	84	8	102	106	83	-3	5	5
COc1ccccc1/C=C/C1(C(=O)NC2CCCC2)CC(=O)N1c1ccc(C)cc1 (stereo not drawn)	-25	93[fluorescence artefact?]	4	48*	39	2.1*	-1	-10	4
CC1CCN(C(=O)CSCC(=O)Nc2nc(-c3cccs3)cs2)CC1	-3	107	1	91	95	98	.	4	9
CCOC(=O)c1cc2c(=O)n3ccccc3nc2n(C(C)C)c1=NC(=O)c1ccncc1	5	94	11	94	94	91	-1	3[fluorescence artefact?]	1
Cc1ccc(S(=O)(=O)Nc2cc(C(=O)NCCN(C)C)ccc2N2CCCCC2)cc1	-6	108	-3	68	67	75	.	1[fluorescence artefact?]	9
Cc1ccc(-c2noc(CCC(=O)Nc3ccc(C)cn3)n2)cc1	5[fluorescence artefact?]	253*	11[fluorescence artefact?]	96	73	91	8	2[fluorescence artefact?]	-8
Cc1ccccc1CN1CCN(S(=O)(=O)c2ccc(F)cc2)CC1	-44	94	6	84	107	96	-13	-29	4
COc1ccc(N2CCN(C(=O)c3ccc(OCc4c(C)noc4C)c(OC)c3)CC2)cc1	-8	111	2	95	101	92	8	-14	5
Nc1nonc1-c1nc2ccccc2n1CC(=O)N1CCCCC1	-1[fluorescence artefact?]	111	0	108	99	62	.	-48[fluorescence artefact?]	-1
CC(=O)Nc1cccc(NC(=O)C2CCCN2C(=O)Nc2ccc(Cl)cc2)c1 (stereo not drawn)	-11	117[fluorescence artefact?]	-5	98	96	90	-54	-4	5
O=C(O)C1C2C=CC3(CN(Cc4ccco4)C(=O)C13)O2 (stereo not drawn)	98*[fluorescence artefact?]	111	1	102	103	92	.	-1	5
COC(=O)CN1C(=O)C(O)(CC(=O)c2ccc(Br)cc2)c2ccccc21 (stereo not drawn)	-2	120	-5	102	105	48	-13	-4	6
COc1ccccc1Oc1c(C)oc2cc(OC(=O)c3ccco3)ccc2c1=O	-5	78	5	102	94	93	6	0	-1
CCCCC(c1nnnn1CC1CCCO1)N1CCN(c2nc3ccccc3s2)CC1 (stereo not drawn)	3	89	-4	106	109	94	.	-9	2
CN1CCN(CCCn2cnc3c(=O)oc4ccccc4c32)CC1	-21	113	5	95	99	91	8	-10	5
CCOC(=O)C1=C(C)NC(C)=C(C(=O)OCC)C1C(=O)OCC(=O)N1CCCCC1CC (stereo not drawn)	-6	123	-2	94	83	91	0	9	6
CNCCCc1[nH]nc(N)c1C#N	9[fluorescence artefact?]	87	-3[fluorescence artefact?]	93	102	99	-8	6	6
CC1/C(=N/O)CC(c2ccccc2)NC1c1ccccc1 (stereo not drawn)	-3	103	14	91	90	93	-1	-2	6
CC(=O)N1c2ccccc2C(=O)C1N1CCCCC1 (stereo not drawn)	-4	115	4	90	91	88	.	-6	9
COc1ccc(-c2c(C#N)c(SCC(N)=O)nc3c2CCCC3)cc1	18	285*	7	85	69	83	5	10[fluorescence artefact?]	3
CC1(C)Cc2ccccc2/C(=C/C(=O)N2CCCCCC2)N1	-3	80	-13	110	103	98	-2	-10	-2
Cn1cnc(S(=O)(=O)NCc2cccs2)c1	-6	107	-3	92	96	91	-7	0	6
Cc1nc(CSc2nnc(C)s2)cs1	.	.	.	105	102	104	.	.	4
CCC(=O)Nc1nnc(C(C)(C)C)s1	-5	90	7	98	97	89	4	-5	10
CC(C)C1C(C#N)=C(N)Oc2n[nH]c(-c3cccs3)c21 (stereo not drawn)	4[fluorescence artefact?]	70[fluorescence artefact?]	18[fluorescence artefact?]	104	99	105	-8	4	7
Cc1cccc2sc(NC(=O)CN(C)S(=O)(=O)c3ccc(Br)s3)nc12	0	85	6	96	67	106	-5	7	-1
COc1ccc(N2CCN(S(=O)(=O)c3cccc4cccnc34)CC2)cc1	-5	125[fluorescence artefact?]	-1	96	100	103	6	1	0
CCOc1ccc(-c2nnc(NC(=O)CCCOc3cccc(C)c3)o2)cc1	4	122	-14	89	63	70	-7	-4	10
O=C1C/C(=C/NCc2ccccc2)C(=O)N1	-8	113	16	96	95	90	10	1	9
CCCOc1ccc(CC(=O)NCc2ccco2)cc1OC	-7	114	2	95	94	93	1	5	9

Assay outcomes (PubChem BioAssay)

Some of the compounds tested; the hit share may differ from the screen's.
